Statin myotox sup: suppressors of simvastatin-induced myotoxicity in C2C12 myotubes; actives 0.78% (n = 330,000); rescue of ATP level, % at 7.49 µM; ATP luminescence, 48 h; scaled: DMSO 0, geranylgeraniol control 100;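 active = mean ATP rescue above about 67%, or every replicate alone reaching that limit, limit read from the data, passing the limit was not always enough; inconclusive = no clear call, values can overlap the other calls; inactive = mean under the limit and some replicate under it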;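 also: myotubes were challenged with 10 µM simvastatin during compound exposure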
FN deposit inh: fibronectin deposition inhibition | inhibition, % at 12.6 µM | AH1F fibroblasts, Alexa488-fibronectin deposition fluorescence, overnight | AID 743247 | actives 0.086% (n = 350,000);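 active = mean inhibition across replicates of 30% or more, regardless of how many single replicates reach that level; inconclusive = mean under 30% yet at least half of replicates reach 30%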;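 also: positive control wells lacked labelled fibronectin entirely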
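Schedule: 1 h cell adhesion before compound, then overnight fibronectin incubation; test system: AH1F fibroblast monolayer depositing Alexa488-labelled fibronectin into matrix; quantity: 10000 AH1F cells per well; probe or stimulus: fluorescent fibronectin at 24 nM final; signal: fluorescence, ex 485 nm, em 525 nm; evaluation: percent inhibition as loss of matrix-bound fibronectin fluorescence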
SIRT5 inh: inhibitors of human sirtuin-5 desuccinylase; Q9NXA8; Purified SirT5, succinyl-peptide AMC, trypsin-coupled fluorescence; inhibition, % at 15 µM; actives 1.1% (n = 330,000); AID 652115; in the data active = inhibition above about 15%; inconclusive = no clear call, values can overlap the other calls
Target sequence (Q9NXA8 whole entry, looked up): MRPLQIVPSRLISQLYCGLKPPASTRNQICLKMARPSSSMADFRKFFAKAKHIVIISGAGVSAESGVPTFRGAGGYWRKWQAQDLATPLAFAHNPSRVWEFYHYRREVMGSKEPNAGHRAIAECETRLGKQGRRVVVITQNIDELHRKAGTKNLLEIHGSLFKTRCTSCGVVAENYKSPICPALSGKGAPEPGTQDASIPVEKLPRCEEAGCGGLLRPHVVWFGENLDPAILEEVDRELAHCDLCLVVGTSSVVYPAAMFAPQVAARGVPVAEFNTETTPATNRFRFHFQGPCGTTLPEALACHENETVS
CASP6 VEID inh: inhibitors of human caspase-6. purified caspase-6, Z-VEID-R110 cleavage fluorescence. AID 686996. actives 0.53% (n = 350,000). inhibition, % at 12.5 µM. P55212;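 active = mean inhibition across replicates at least about 35%, with every replicate also reaching that limit, limit read from the data; inconclusive = only one of the two criteria met; inactive = neither criterion met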;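 also: 0% = median of neutral control wells and 100% = no fluorescence left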
Target sequence (P55212 24-179 limits assumed): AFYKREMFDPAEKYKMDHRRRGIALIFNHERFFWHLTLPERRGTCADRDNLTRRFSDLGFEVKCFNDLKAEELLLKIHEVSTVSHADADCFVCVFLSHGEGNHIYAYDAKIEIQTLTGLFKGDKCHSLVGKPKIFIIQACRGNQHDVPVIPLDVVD
Target sequence (P55212 194-293 limits assumed): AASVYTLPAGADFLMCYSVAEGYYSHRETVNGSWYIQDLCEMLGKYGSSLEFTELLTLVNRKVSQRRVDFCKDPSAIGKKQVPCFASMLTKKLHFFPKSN
esBAF inh: SWI/SNF esBAF complex inhibition; mouse ES cells, Bmi1-luciferase knock-in reporter, 24 h; 100% = twice the neutral-well signal; reporter increase, % at 12.5 µM; actives 2% (n = 350,000); in the data active = activation above about 40%; inconclusive = no clear call, values can overlap the other calls;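 also: 0% = median of the plate's neutral control wells and 100% = double that signal; a rise in the Bmi1 reporter signal indicates esBAF inhibition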
S100A4 MyoIIA: inhibitors of human S100A4 binding to myosin IIA peptide. P26447. S100A4/TAMRA-MyoIIA peptide fluorescence polarization. inhibition, % at 10.7 µM. actives 0.14% (n = 360,000);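 active = mean inhibition of at least 70% across replicates, with every replicate also reaching that level; inconclusive = mean inhibition reaches 70% but some replicates fall short; inactive = mean inhibition below 70%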
Target sequence (P26447 whole entry, looked up): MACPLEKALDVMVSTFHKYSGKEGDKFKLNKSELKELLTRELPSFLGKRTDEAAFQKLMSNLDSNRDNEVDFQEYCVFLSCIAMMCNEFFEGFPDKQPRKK
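Material: S100A4 monomer protein | Medium: HEPES pH 7.2 with CaCl2, KCl, NaCl, DTT, Triton | Reagent: Labelled myosin peptide probe, 5 nM | Doses: One dose per compound | Times: 5 min incubation before reading | Benchmarks: Neutral control DMSO, positive control TFP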
LGR2 inh: inhibitors of bursicon-induced Drosophila LGR2 receptor cAMP signaling | HEK293 LGR2, CRE-luciferase, bursicon-stimulated, 4 h | inhibition, % at 9.99 µM | actives 0.35% (n = 380,000) | AID 720647;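 active = drop in luminescence signal, shown as inhibition above about 50% in the replicate tests, limit read from the data, passing the limit was not always enough; inconclusive = probably only some replicates passing the limit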;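 also: agonist challenge used bursicon conditioned medium at about half maximal strength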
An asterisk follows results filed as active; ? = inconclusive; · = not tested or not shown. An excerpt, so the mix of outcomes need not match the whole.

SMILES | Statin myotox sup | FN deposit inh | SIRT5 inh | CASP6 VEID inh | esBAF inh | S100A4 MyoIIA | LGR2 inh
CC(C)C[C@H]1CN(CCCC[C@H]2CNC(=O)C(=O)N2CC2CCCCC2)C(=O)C(=O)N1CCC1CCCCC1 | · | -1 | · | -1 | · | -13 | -1
O=C(Nc1ccc(F)cc1)N1CCCCN2[C@H](C1)[C@H](c1ccc(-c3ccccc3F)cc1)[C@@H]2CO | · | · | 18* | 0 | · | -8 | ·
NC(=O)COC(=O)c1cccc(S(=O)(=O)N2CCCc3ccccc32)c1 | 2 | -4 | -2 | 6 | 5 | -1 | 1
CCOC(=O)C1=C(C)NC(C)=C(C(=O)OCC)C1c1ccco1 | · | -3 | -3 | 0 | · | -5 | 2
CC1CN(C(=O)CCNS(=O)(=O)c2ccc(Br)cc2)CC(C)O1 (stereo not given) | · | -2 | 2 | 1 | · | -1 | 13
Cc1ccc(S(=O)(=O)Nc2ccc3c(c2)C(=O)N([C@@H](C)CO)C[C@@H](C)[C@@H](CN(C)S(C)(=O)=O)O3)cc1 | · | 0 | 0 | 5 | -2 | 4 | -13
O=C(NC[C@@H]1[C@@H](c2ccccc2)[C@@H](CO)N1C(=O)Cc1ccncc1)C1CCC1 | -8 | 10 | 2 | -1 | 4 | -5 | -12
C[C@H]1CN([C@@H](C)CO)C(=O)Cc2cc(NS(=O)(=O)c3ccccc3)ccc2O[C@@H]1CN(C)S(C)(=O)=O | -15 | · | -4 | -1 | -3 | -7 | 31
Cc1noc(C)c1S(=O)(=O)N(C)C[C@H]1Oc2c(NC(=O)NC3CCCCC3)cccc2C(=O)N([C@H](C)CO)C[C@@H]1C | -2 | 7 | -3 | -3 | 5 | -3 | 7
Cc1ccc(S(=O)(=O)Nc2ccc3c(c2)C(=O)N([C@@H](C)CO)C[C@H](C)[C@@H](CN(C)C(=O)Nc2c(C)noc2C)O3)cc1 | 14 | -13 | -6 | · | 3 | 4 | -7
Cc1ccc(C(c2nnnn2CC2CCCO2)N2CCN(c3cccc(C)c3C)CC2)cc1 (stereo not given) | -13 | · | · | · | -10 | · | 9
CC(CNC(=O)CCS(=O)(=O)c1ccc2c(c1)oc(=O)n2C)c1ccccc1 (stereo not given) | 3 | 6 | -3 | 3 | 1 | -2 | 3
NC(=O)c1ccc(NC(=O)C2CCCC2)cc1 | 1 | 1 | -1 | 2 | 0 | -8 | 3
O=C(NC(=S)Nc1c(F)cc(F)cc1Br)c1ccc2c(c1)OCCO2 | · | -8 | -1 | 10 | · | -6 | -47
Cc1cccc(NC(=O)COC(=O)CCCC2=NS(=O)(=O)c3ccccc3N2)c1 | 9 | -4 | -8 | 3 | -4 | -3 | 11
O=C(NCc1ccc2c(c1)OCO2)C1CCN(S(=O)(=O)c2cccs2)CC1 | 6 | 5 | · | · | 5 | · | ·
COc1cc(C(=S)N2CCCCC2)ccc1OCC(=O)N1CCCC1 | -10 | -11 | · | · | -3 | · | ·
Cc1ccc(NC(=O)CSCC(=O)Nc2ccccc2N2CCCC2)cc1 | 7 | 1 | -2 | -2 | 0 | -4 | 1
C=CCn1c(=O)c(C(=O)NC(C)c2ccccc2)c(O)c2ccccc21 (stereo not given) | 12 | 6 | -1 | -2 | -2 | 7 | 13
COc1cccc(NC(=O)N(C)C[C@H]2Oc3ncc(/C=C/c4ccccc4)cc3C(=O)N([C@H](C)CO)C[C@H]2C)c1 | 6 | · | -8 | · | 0 | 23 | 9
COC(=O)C(CCSC)NC(=O)Cn1ncc2c(=O)oc3ccc(C)cc3c21 (stereo not given) | 8 | -12 | -10 | -1 | -5 | 32 | 1
O=C(C(=O)c1cc(Br)ccc1O)c1cc(Br)ccc1O | -117 | 9 | -5 | 3 | -37 | -1 | 39
O=C(CN(c1cccc([N+](=O)[O-])c1)S(=O)(=O)c1ccccc1)N1CCCCC1 | 21 | 3 | 2 | -3 | -2 | -1 | 11
CCCCOC(=O)Nc1nnc(COc2ccccc2)s1 | -2 | -8 | · | · | -4 | · | 0
CO[C@H]1CN(C)C(=O)c2cc(NS(=O)(=O)c3ccccc3)ccc2OC[C@H](C)N(C)C[C@@H]1C | 12 | 17 | · | · | -3 | · | 10
CC(=O)NNC(=S)NCCc1ccccc1 | 1 | 0 | -6 | -1 | 5 | -6 | 13
Cc1cc(C(=O)N2CCC2(C)C(=O)NS(=O)(=O)c2cccc(Cl)c2)nn1C (stereo not given) | 2 | -4 | 8 | 2 | -4 | 1 | -2
CC(=O)NNC(=S)NC(=O)C(c1ccccc1)c1ccccc1 | · | 1 | 1 | 2 | · | -5 | -2
C[C@@H]1CN([C@@H](C)CO)S(=O)(=O)c2ccc(C#CC3CC3)cc2O[C@H]1CN(C)CC1CCOCC1 | -84 | 4 | 0 | -3 | 5 | 3 | 0
CN(C(=O)c1ccc(OC2CCN(S(=O)(=O)N(C)C)CC2)cc1)C1CCCCC1 | · | 5 | 1 | 13 | · | -5 | -12
C/C=C/c1ccc2c(c1)O[C@H](CN(C)S(C)(=O)=O)[C@H](C)CN([C@H](C)CO)S2(=O)=O | · | -1 | -1 | 1 | -5 | 32 | 16
COc1ccc(C(C(=O)NC2CCCC2)N(Cc2ccco2)C(=O)c2snc(C(N)=O)c2N)cc1OC (stereo not given) | -1 | -2 | -4 | · | 4 | -5 | 0
CSc1ccc(Cn2c(C)c(C(=O)NCc3ccc4c(c3)OCO4)sc2=O)cc1 | 4 | 3 | · | 2 | 5 | -3 | 12
CCNC(=O)C[C@H]1CC[C@@H](NC(=O)C2CCOCC2)[C@H](CO)O1 | 1 | · | 1 | 0 | 1 | 0 | 7
CN(C(=O)c1cccc(NC(=O)Cc2cccc([N+](=O)[O-])c2)c1)C1CC1 | 3 | -25 | · | 0 | 5 | -1 | 2
Cc1ccc(S(=O)(=O)NNC(=O)C(=O)NNS(=O)(=O)c2ccc(C)cc2)cc1 | · | 6 | -3 | 3 | · | 1 | ·
CCNC(=O)NC(=O)CSc1cccc(C(F)(F)F)c1 | -9 | · | 0 | -3 | -3 | -4 | 4
Cc1onc(-c2c(Cl)cccc2Cl)c1C(=O)NC1C(=O)N2C1SC(C)(C)C2C(=O)O (stereo not given) | 4 | -5 | 2 | 11 | -7 | -9 | -1
CCn1c(=O)c2cc(C(=O)NCc3cccs3)sc2c2ccccc21 | -14 | -5 | -6 | -2 | -4 | 0 | 1
CN(C)c1ccnc(-n2cccc2/C=N/OCc2ccc(F)cc2Cl)c1C#N | 3 | · | · | · | -1 | · | 5
CCCNC(=O)NC[C@H]1[C@@H](c2ccc(C3=CCCC3)cc2)[C@H](CO)N1C(=O)CC | -9 | -12 | 1 | -1 | 0 | -6 | -8
O=C(C[C@@H]1C=C[C@H](NC(=O)Nc2cc(F)ccc2F)[C@@H](CO)O1)NCc1ccc2c(c1)OCO2 | 19 | -9 | 4 | 3 | -4 | 3 | 19
Cc1ccc(NC(=O)CN(C)C(=O)COC(=O)CCS(=O)(=O)c2ccc(C)cc2)cc1 | 2 | -3 | -1 | 11 | -14 | 1 | -6
O=C(NC1CCC1)[C@@H]1[C@@H](CO)[C@@H]2Cn3c(ccc(-c4ccccc4F)c3=O)[C@@H]2N1Cc1ccncc1 | 8 | · | 1 | -2 | 3 | 1 | 17
COc1ccc(NC(=O)c2oc3ccc(S(=O)(=O)N4CCOCC4)cc3c2C)c(OC)c1 | · | 1 | -4 | 0 | · | -4 | -7
COc1ccc(NC(=O)N2CCCCN3[C@H](C2)[C@H](c2ccc(C4=CCCCC4)cc2)[C@@H]3CO)cc1 | 3 | · | 3 | -4 | -6 | 0 | -11
COc1ccc(C)cc1N1CC(C(=O)Nc2cccc(C(=O)NC3CC3)c2)CC1=O (stereo not given) | 0 | · | · | -4 | 4 | 0 | -5
CC=Cc1ccc2n(c1=O)C[C@H]1[C@H](CO)[C@@H](C(=O)NCCC)N(C(=O)C3CCOCC3)[C@@H]21 (mixture of isomers) | -7 | · | -3 | · | -2 | · | -5
Cc1ccnc2nc(C(=O)OCC(=O)c3c[nH]c4ccccc34)nn12 | · | -8 | 4 | -1 | · | -1 | 3
CCCC(=O)Nc1ccc2c(c1)OC[C@H](C)N(Cc1ccccc1)C[C@H](C)[C@H](OC)CN(C)C2=O | 24 | -5 | 2 | 2 | -1 | -12 | 0

Rewritten as tab-separated lines: entries from further up.
Molecule	Statin myotox sup	FN deposit inh	SIRT5 inh	CASP6 VEID inh	esBAF inh	S100A4 MyoIIA	LGR2 inh
Cc1ccc(NC(=O)CN(C)C(=O)COC(=O)CCS(=O)(=O)c2ccc(C)cc2)cc1	2	-3	-1	11	-14	1	-6
O=C(NC1CCC1)[C@@H]1[C@@H](CO)[C@@H]2Cn3c(ccc(-c4ccccc4F)c3=O)[C@@H]2N1Cc1ccncc1	8	·	1	-2	3	1	17

More records:
SMILES | Statin myotox sup | FN deposit inh | SIRT5 inh | CASP6 VEID inh | esBAF inh | S100A4 MyoIIA | LGR2 inh
Cc1cc(C)c(Cn2ncn(-c3ccc(Br)cc3)c2=O)c(C)c1 | · | 2 | -5 | 1 | · | -5 | 2
C[C@H](CO)N1C[C@H](C)[C@H](CN(C)CC2CC2)Oc2cc(C#Cc3ccc(F)cc3)ccc2S1(=O)=O | -13 | 4 | 17* | -4 | -2 | 5 | 3
COC(=O)c1ccc2c(=O)n(CC3CCCO3)c(=S)[nH]c2c1 (stereo not given) | -7 | · | · | · | -5 | · | 5
O=C(C=Cc1cccc(O)c1)c1ccccc1O | -4 | -1 | -3 | 7 | ? | -1 | -17
O=C(CC1Sc2ccccc2NC1=O)NNc1cc(Cl)ccc1Cl (stereo not given) | -17 | 3 | -6 | -1 | 0 | -5 | 6
O=[N+]([O-])C(=C1SCCS1)C(=C(Cl)Cl)N1CCCCC1 | -20 | 11 | -3 | 0 | -2 | -3 | 20
CC(CN1C(C)CCCC1C)OC(=O)c1ccccc1Cl (stereo not given) | -5 | 28 | -1 | 8 | -4 | -3 | 7
N#Cc1ccc(OCc2nnc(-c3ccc([N+](=O)[O-])cc3)o2)cc1 | · | -7 | · | 0 | · | 1 | -3
O=C(COc1ccccc1[N+](=O)[O-])c1ccccc1 | 16 | -18 | 0 | 1 | -2 | 1 | -11
CCCCOP(=O)(c1ccc(N(C)C)cc1)C(O)c1ccncc1 (stereo not given) | 4 | -2 | · | · | 0 | · | ·

Three entries already listed, sorted by the number in CASP6 VEID inh, largest number first:
| Compound | CASP6 VEID inh |
| --- | --- |
| CC(CN1C(C)CCCC1C)OC(=O)c1ccccc1Cl (stereo not given) | 8 |
| O=C(C=Cc1cccc(O)c1)c1ccccc1O | 7 |
| Cc1cc(C)c(Cn2ncn(-c3ccc(Br)cc3)c2=O)c(C)c1 | 1 |

(next part)
SMILES | Statin myotox sup | FN deposit inh | SIRT5 inh | CASP6 VEID inh | esBAF inh | S100A4 MyoIIA | LGR2 inh
Cc1nn(CC(=O)N2CCOCC2)c(=O)c2nn(-c3ccccc3)c(C)c12 | 0 | -1 | -6 | -3 | -8 | 2 | 7
NS(=O)(=O)c1ccc(CNC(=O)c2ccccc2SCC(=O)N2CCCC2)cc1 | 2 | 1 | -4 | 0 | 4 | -10 | -4
C[C@@H]1CN([C@H](C)CO)C(=O)c2cc(NC(=O)Cn3cnnn3)ccc2O[C@@H]1CN(C)Cc1ccncc1 | 2 | · | 4 | -2 | -1 | 2 | -4
CCOC(=O)C1(C)CCN1C(=O)c1cccc(OC)c1 (stereo not given) | -9 | -2 | · | -1 | 4 | 10 | 24
Cc1nnc(NC(=O)C(c2ccccc2)c2ccccc2)s1 | -3 | -3 | 0 | 1 | -6 | -1 | -7
COc1cc(NC(=O)CN2CCN(Cc3ccc4c(c3)OCO4)CC2)cc(OC)c1 | -39 | 8 | · | · | -2 | · | ·

Compound activity from PubChem.
